Yfh1-off respiration: enhancers of respiration in Yfh1-depleted yeast, dose response, Friedreich's ataxia, plus single-dose screen (AID 1465); S. cerevisiae Yfh1-off respiration, WST-1 reduction, 72 h; higher fold induction means a stronger effect; one-dose fold induction at 50 µM; EC50 in µM for titrated hits; 0.074% of 220,000 active;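 active = fold induction of absorbance versus untreated yeast above a set limit, then at least 30% activation at any dose in follow-up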;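 note: activators that raise dye reduction in frataxin-depleted yeast; strong numbers were not always called active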
KOR beta-arrestin-1: KOR agonists, beta-arrestin recruitment, primary screen, cell-based, luminescence, uHTS (AID 1777) | KOR beta-arrestin recruitment, luminescence; higher % means a stronger effect | one-dose activation, % at 10 µM; EC50 in µM for titrated hits | 0.02% of 280,000 active; in the data active = activation above about 50%, passing the limit was not always enough; note: a part of the inactive calls stands beside numbers as strong as those of hits
KOR beta-arrestin-2: KOR antagonists, beta-arrestin recruitment, cell-based, luminescence, uHTS (AID 1778); one-dose inhibition, % at 10 µM; IC50 in µM for titrated hits; KOR beta-arrestin recruitment, luminescence, antagonist mode; higher % means a stronger effect; 0.091% of 290,000 active; note: strong numbers were not always called active
ER stress rescue: rescue of cells from ER stress-induced death, primary screen, 384-well, CSM14.1, thapsigargin, ATP luminescence (AID 1222); one-dose cellular ATP content (survival), % at 20 µM; EC50 in µM for titrated hits; 190,000 tested, under 10 active; CSM14.1 thapsigargin-induced death rescue, ATP luminescence; higher % means a stronger effect;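 active = EC50 below 50 µM in the dose-response confirmation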;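 note: death triggered by thapsigargin at about 15 µM added after 2 h compound pretreatment; cell ATP read after overnight thapsigargin exposure of roughly 18 to 22 hours; normalized against plate controls of thapsigargin alone and 5% DMSO vehicle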
NTR1 ag: agonists of NTR1, primary screen, imaging, U2OS cells, beta-arrestin-GFP, high content (AID 493036); NTR1-U2OS beta-arrestin-GFP spot imaging, agonist mode; 0.17% of 330,000 active; activation, % at 20 µM; P30989;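 active = activation at or above 40% of the spot to cytoplasm intensity ratio, with at least 20 cells analyzed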;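 note: 0% = DMSO without peptide and 100% = 100 nM NTR1 peptide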
Target sequence (P30989 whole entry, looked up): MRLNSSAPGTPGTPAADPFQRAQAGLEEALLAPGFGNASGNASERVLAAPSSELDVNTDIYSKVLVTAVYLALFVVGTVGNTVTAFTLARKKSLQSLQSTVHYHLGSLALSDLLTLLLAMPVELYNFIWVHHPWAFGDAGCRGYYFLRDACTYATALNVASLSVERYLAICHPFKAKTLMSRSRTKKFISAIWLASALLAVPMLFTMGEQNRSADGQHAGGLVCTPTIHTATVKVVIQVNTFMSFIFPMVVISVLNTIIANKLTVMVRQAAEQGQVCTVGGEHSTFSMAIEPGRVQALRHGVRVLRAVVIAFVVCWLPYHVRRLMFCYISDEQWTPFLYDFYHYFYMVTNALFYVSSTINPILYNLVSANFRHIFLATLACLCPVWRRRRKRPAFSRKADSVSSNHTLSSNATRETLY
TNAP activators: stimulation of alkaline phosphatase TNAP activity – biochemical, luminescent, no phosphate acceptor, uHTS, primary screen (AID 1001); purified TNAP, luminescent activation assay, no phosphate acceptor; higher activation fold means a stronger effect; activation fold at 20 µM; hits with a dose series show EC50 in µM; 0.03% of 200,000 active; in the data active = activation fold from about 3, or a potency from the dose series; inactive = the rest, 99 in 100 with activation fold below about 1.6; note: many of its hits are not listed in these tables
HEK293 NOD2/NF-kB: inhibition of NOD2-driven NF-kB reporter – cell-based, luminescence, uHTS, HEK293 (AID 1566); HEK293 NOD2/NF-kB luciferase reporter, luminescence; higher % means a stronger effect; 0.63% of 290,000 active; inhibition, % at 4 µM; hits with a dose series show EC50 in µM; note: many of its hits are not listed in these tables
NOD1 inhibition: NOD1 signaling inhibitors, primary screen, cell-based, luminescence, uHTS (AID 1578). NOD1-driven NF-kB luciferase reporter cells, luminescence; higher % means a stronger effect. inhibition, % at 4 µM; hits with a dose series show EC50 in µM. 1% of 290,000 active; in the data active = inhibition mostly above about 36%, no sharp cut-off; inactive = mostly below about 34%;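 note: HEK-293T reporter cells stimulated with the NOD1 agonist gamma-tri-DAP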
GPR55 activation: GPR55 agonists via beta-arrestin recruitment, primary screen, imaging, U2OS cells, beta-arrestin-GFP redistribution (AID 1961) | U2OS GPR55 beta-arrestin-GFP redistribution imaging; higher % means a stronger effect | activation, % at 10 µM; hits with a dose series show EC50 in µM | 0.048% of 290,000 active;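 active = activation above 40% with more than 50 cells counted in the well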;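 note: U2OS osteosarcoma cells stably expressing GPR55 and beta-arrestin-GFP; plate controls were DMSO negative control for no effect and LPI positive control for full effect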
NTR1 ag cell count 20 µM: recorded beside NTR1 ag, whose call it bears; cell count; measured here: cell count, cytotoxicity flag
Starred values were filed as active, the others as inactive; i = inactive; · = no result given; [ ] = remark or other dose. Cut-off read from the data, not from the text of the source, unless noted: active = inhibition above about 50%; inactive = the rest. The list is partial; rates above refer to the full screens.

SMILES	Yfh1-off respiration	KOR beta-arrestin-1	KOR beta-arrestin-2	ER stress rescue	NTR1 ag	NTR1 ag cell count 20 µM	TNAP activators	HEK293 NOD2/NF-kB	NOD1 inhibition	GPR55 activation
O=C(CN1CCN(Cc2ccc(Cl)cc2)C1=O)N1CCC2(CC1)OCCO2	i	-0.9%	-15%	-0.7%	2.2	53	1.1	9%	16%	-0.2%
O=[N+]([O-])c1ccc(-c2ccccc2)c([As](=O)(O)O)c1	i	-2.3%	17%	·	0.7	85	·	18%	7%	0.5%
Cc1cccc(OCCn2cccc2/C=C2/C(=O)NC(=O)N(Cc3ccco3)C2=O)c1	i	5.4%	-18%	·	1.7	51	·	·	·	0.3%
CC1CN(c2ccc([N+](=O)[O-])cc2Cl)CCN1 (stereo not given)	i	0.3%	-1%	-1.5%	1.9	90	1	16%	-27%	0.7%
C[N+]1(C)C2CCC1CC(OC(=O)c1ccccc1)C2 (stereo not given)	i	·	13%	·	-0.5	51	·	-4%	-5%	-0.1%
CC(C)(C)c1ccc(O)c(CN2CCN(c3ccccc3)CC2)c1	i	-1.6%	15%	-0.8%	5.3	68	0.9	15%	38%	0.0%
O=c1c2ccccc2nc(CN2CCCCCC2)n1-c1ccc(F)cc1	i	-2.1%	-6%	-1.1%	1.3	57	1.1	11%	-15%	-0.2%
O=c1c2ccccc2nc(/C=C/c2ccccc2)n1-c1ccccc1O	·	2.6%	11%	·	5.0	87	·	-44%	7%	-0.1%
O=C(c1cc(F)ccc1F)C1CCCN(Cc2cccc(Cl)c2)C1 (stereo not given)	i	-3.6%	1%	-1.6%	1.5	32	1.1	5%	33%	0.0%
O=C1NC(=O)C(=Cc2coc3ccccc3c2=O)C(=O)N1	i	3.4%	-3%	-1.5%	0.9	89	1	5%	-12%	-0.3%
CCOc1ccc(N=C2SCCCN2C)cc1	i	-0.8%	5%	-2.3%	0.8	83	1	9%	-18%	-0.4%
COc1cccc(-n2c(C)nc3ccccc3c2=O)c1	i	-1.9%	-33%	0.3%	1.8	68	1.1	-12%	13%	-0.4%
CC(C)N1CCC2(CC1)NC(CO)(CO)CO2	i	2.7%	-15%	-0.7%	-1.9	81	1.1	7%	2%	1.3%
CN1C(=O)/C(=C\c2ccc(N3CCCCC3)o2)C(=O)NC1=S	i	-7.6%	20%	-3.3%	0.4	82	0.6	-71%	9%	-0.4%
Cc1cccc(CNCCc2ccccc2)n1	i	3.3%	0%	-1.2%	-1.0	58	1	-5%	-24%	0.2%
CCOc1cc2c(cc1OCC)-n1cccc1C(c1ccccc1OC)NC2 (stereo not given)	·	-0.1%	-8%	·	-0.3	87	·	18%	5%	0.4%
S=C(NCCc1ccccc1)NCCc1cnc[nH]1	·	·	-38%[20 µM]	·	0.5	68	·	12%	1%	-0.3%
CN1C(=O)C(=Cc2ccccc2Oc2ccc(Cl)c(F)c2)C(=O)N(C)C1=O	i	5.5%	-64%	1.3%	6.5	67	1.1	0%	-9%	0.0%
C=CCn1c(O)c(C=Nc2c(C)n(C)n(-c3ccccc3)c2=O)c(=O)[nH]c1=O	i	-1.6%	4%	·	-0.9	55	·	10%	-10%	-0.1%
CCOc1ccc(N2C(=O)/C(=C\c3cccs3)C(=O)NC2=S)cc1	i	-4.3%	21%	0.0%	4.9	51	0.8	-35%	26%	0.9%
O=C(C1CCC(=O)N1Cc1ccc(F)cc1)N1CCC2(CC1)OCCO2 (stereo not given)	i	2.8%	-9%	-1.3%	-0.3	33	1	2%	-1%	0.0%
CN(C)CC1CSCCC1(O)c1ccc(C(F)(F)F)cc1 (stereo not given)	i	-1.4%	-9%	-3.5%	2.4	33	1.1	6%	-11%	0.2%
O=c1[nH]c(=O)n(C2CCCCCC2)c(O)c1C=NCC1CCCO1 (stereo not given)	i	-0.7%	16%	2.3%	0.3	69	1.1	8%	4%	-0.1%
COc1ccccc1OP(=O)(Nc1cccnc1)Oc1ccccc1OC	i	-1.2%	-16%	-5.2%	0.9	43	0.9	37%	33%	0.0%

Gathered by group: the compounds so far containing a nitro group on carbon (two)
SMILES	Yfh1-off respiration	KOR beta-arrestin-1	KOR beta-arrestin-2	ER stress rescue	NTR1 ag	NTR1 ag cell count 20 µM	TNAP activators	HEK293 NOD2/NF-kB	NOD1 inhibition	GPR55 activation
O=[N+]([O-])c1ccc(-c2ccccc2)c([As](=O)(O)O)c1	i	-2.3%	17%	·	0.7	85	·	18%	7%	0.5%
CC1CN(c2ccc([N+](=O)[O-])cc2Cl)CCN1 (stereo not given)	i	0.3%	-1%	-1.5%	1.9	90	1	16%	-27%	0.7%

Returning to the listing; the 2 compounds before the break are reprinted first.
SMILES	Yfh1-off respiration	KOR beta-arrestin-1	KOR beta-arrestin-2	ER stress rescue	NTR1 ag	NTR1 ag cell count 20 µM	TNAP activators	HEK293 NOD2/NF-kB	NOD1 inhibition	GPR55 activation
O=c1[nH]c(=O)n(C2CCCCCC2)c(O)c1C=NCC1CCCO1 (stereo not given)	i	-0.7%	16%	2.3%	0.3	69	1.1	8%	4%	-0.1%
COc1ccccc1OP(=O)(Nc1cccnc1)Oc1ccccc1OC	i	-1.2%	-16%	-5.2%	0.9	43	0.9	37%	33%	0.0%
CC(=O)N1CC(=O)Nc2ccc(Cl)cc2C1c1ccccc1 (stereo not given)	·	0.0%	-37%	·	0.0	96	·	-4%	19%	0.4%
CCCCn1c(C)c(C(=O)O)c2cc(OC)c3ccccc3c21	·	-1.9%	16%	·	8.2	73	·	14%	5%	2.0%
CCCCn1c(O)c(/C(C)=N/NC(=O)Nc2ccccc2)c(=O)[nH]c1=O	i	-4.0%	22%	·	0.7	44	·	8%	-8%	-0.1%
c1ccc2c(NC3=NCCS3)cccc2c1	i	11%	14%	-1.6%	1.9	47	1.1	4%	-9%	-0.1%
COc1ccccc1/C=N/N=C(/N)N[N+](=O)[O-]	i	-9.2%	3%	1.6%	0.5	47	1.1	-20%	-4%	-0.1%
CC1CN(O)C2CCc3nonc3C12O (stereo not given)	i	·	19%	-2.8%	-0.8	40	1.1	13%	-3%	-0.2%
COc1ccc(OCC(=O)N2CCN(C3CCC(c4ccccc4)CC3)CC2)cc1 (stereo not given)	i	6.6%	18%	3.1%	2.3	83	1.1	4%	-6%	-0.3%
COC(=O)C1(C(=O)O)Cc2cc([N+](=O)[O-])ccc2N2CCCC21 (stereo not given)	·	-5.7%	46%	·	0.5	94	·	1%	-2%	-0.1%
CCOC(=O)c1c(C)n(Cc2ccccc2)c2ccc(OCC(O)Cn3nc(C)nc3C)cc12 (stereo not given)	·	-0.1%	-29%	-2.0%	0.8	56	1	2%	-7%	0.3%
O=C(CN1CCN(Cc2cccc(Cl)c2)C1=O)N1CCC2(CC1)OCCO2	i	-0.8%	-20%	4.8%	2.3	66	1.1	-7%	7%	1.2%
CCOc1c(Cl)cc(CNC(C)C(O)c2ccccc2)cc1OC (stereo not given)	i	-1.2%	-10%	-2.2%	0.6	55	1.1	2%	-33%	0.3%
N=Cc1c(O)n(-c2ccccc2)c(=O)n(-c2ccccc2)c1=O	i	1.2%	20%	·	-0.1	85	·	11%	2%	-0.1%

Taken from above.
For NTR1 ag cell count 20 µM, CCCCn1c(O)c(/C(C)=N/NC(=O)Nc2ccccc2)c(=O)[nH]c1=O shows 44
For ER stress rescue, O=C(CN1CCN(Cc2cccc(Cl)c2)C1=O)N1CCC2(CC1)OCCO2 shows 4.8%
For KOR beta-arrestin-1, COc1ccc(OCC(=O)N2CCN(C3CCC(c4ccccc4)CC3)CC2)cc1 (stereo not given) shows 6.6%
For NTR1 ag, N=Cc1c(O)n(-c2ccccc2)c(=O)n(-c2ccccc2)c1=O shows -0.1
For GPR55 activation, CCCCn1c(C)c(C(=O)O)c2cc(OC)c3ccccc3c21 shows 2.0%
For NTR1 ag, CC(=O)N1CC(=O)Nc2ccc(Cl)cc2C1c1ccccc1 (stereo not given) shows 0.0
For NTR1 ag cell count 20 µM, CCOC(=O)c1c(C)n(Cc2ccccc2)c2ccc(OCC(O)Cn3nc(C)nc3C)cc12 (stereo not given) shows 56

(further entries)
SMILES	Yfh1-off respiration	KOR beta-arrestin-1	KOR beta-arrestin-2	ER stress rescue	NTR1 ag	NTR1 ag cell count 20 µM	TNAP activators	HEK293 NOD2/NF-kB	NOD1 inhibition	GPR55 activation
O=S(=O)(c1ccc(Cl)cc1Cl)N1CCCC1c1cccnc1 (stereo not given)	i	4.8%	48%	·	0.1	63	·	-5%	-4%	-0.2%
CCN1C(=O)/C(=C/c2ccc3c(c2)CCN3CCCCl)C(=O)NC1=S	i	8.8%	15%	45µM*	·	·	0.6	7%	4%	-0.3%
O=C(CN1CCCCC1)c1ccc2c(c1)OCO2	i	-0.1%	-4%	·	0.4	53	·	15%	2%	-0.1%
CCN(CC)c1ccc(CN2CC=C(c3ccc(F)cc3)CC2)cc1	i	1.7%	-20%	0.2%	1.7	49	1	-9%	-12%	-0.1%
CCOc1cccc(C2NCc3ccccc3-n3cccc32)c1O (stereo not given)	i	-2.2%	12%	-0.6%	0.3	43	1	8%	-5%	0.0%
CC(C)COc1ccc(C(=O)Nc2sc3c(c2C(=O)O)CC(C)(C)OC3)cc1	i	·	-19%[20 µM]	-1.0%	0.9	89	0.9	0.22µM*	2.6µM*	-0.1%
CC1=NN(c2ccccc2)C(=O)C1/C=C1/C(=O)NC(=O)N(c2cc(C)cc(C)c2)C1=O (stereo not given)	·	-3.9%	37%	1.2%	4.7	33	0.9	8%	-11%	0.0%
CC1N=C(c2ccccc2)c2cc(Br)ccc2NC1=O (stereo not given)	·	-3.5%	5%	·	-0.2	98	·	0%	-16%	-0.3%
Cn1cc(C(=O)N2CCCCC2)c2ccccc21	i	-4.2%	-41%	-0.1%	2.2	72	1.1	-10%	-16%	0.9%
Cn1c(O)c(C=NCCN2CCNCC2)c(=O)n(C)c1=O	i	-1.8%	3%	-2.5%	-0.3	83	1	9%	41%	0.0%
Cc1cccc(C2=NCC(=O)N(CC(=O)NCc3ccco3)c3sc4c(c32)CCCC4)c1	i	-0.7%	3%	-2.0%	0.0	45	1.1	4%	-4%	-0.2%
CCc1ccc(CN2CCN(Cc3cc(Br)ccc3O)CC2)cc1	i	8.8%	-43%	1.5%	2.0	43	1.1	4%	-9%	0.6%
CCc1ccc(OCC(=O)N2CCN(Cc3ccc4c(c3)OCO4)CC2)cc1	i	1.5%	-9%	2.8%	-1.5	56	1.1	-4%	-17%	0.1%
O=C(CCNC(=O)N1C[C@H]2C[C@@H](C1)c1cccc(=O)n1C2)Nc1cccc(Cl)c1	·	-2.1%	8%[20 µM]	·	-2.0	84	·	13%	7%	-0.2%
NC(=O)c1ccc(C(=O)Nc2ccc([As](=O)(O)O)cc2)cc1	i	2.0%	22%	·	-1.3	48	·	12%	-7%	-0.1%

High-throughput results (PubChem BioAssay)
